GLA spleen mod: alpha-galactosidase A (human) modulation; human spleen homogenate, 4MU-alpha-Gal fluorescence, 40 min; Potency, µM (series often up to 80 µM), inactives show top-dose activity change, negative = inhibition, hits mostly inhibitors; AID 2107; P06280; 240,000 tested, 0.008% active;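 note: potency is the fitted concentration of half-maximal effect; 0% = enzyme with vehicle and -100% = no enzyme basal signal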
Target sequence (P06280 32-429 limits assumed): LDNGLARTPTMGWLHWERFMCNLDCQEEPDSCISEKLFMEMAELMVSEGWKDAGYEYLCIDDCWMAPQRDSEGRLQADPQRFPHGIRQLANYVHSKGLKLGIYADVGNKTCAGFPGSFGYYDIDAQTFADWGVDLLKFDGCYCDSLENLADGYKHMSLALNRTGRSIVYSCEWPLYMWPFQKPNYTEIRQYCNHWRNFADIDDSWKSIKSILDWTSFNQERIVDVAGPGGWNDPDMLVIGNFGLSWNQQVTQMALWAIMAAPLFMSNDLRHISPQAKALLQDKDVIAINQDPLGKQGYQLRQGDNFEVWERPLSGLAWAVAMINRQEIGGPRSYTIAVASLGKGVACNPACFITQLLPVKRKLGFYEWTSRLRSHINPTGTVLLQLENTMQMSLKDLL
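Human spleen homogenate (1 ug) as enzyme source, 4-methylumbelliferyl-alpha-D-galactopyranoside 1 mM final, citrate/phosphate pH 5.0 with 0.01% Tween-20. Compounds 40 min at 37C, NaOH/glycine stop; fluorescence Ex 365/Em 440, Hill-fit AC50.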
NPSR antagonist: antagonists of human neuropeptide S receptor cAMP signaling | AID 1461 | CHO-NPSR cells, cAMP TR-FRET, antagonist mode | 220,000 tested, 1% active | Potency, µM (doses to about 38.3 µM), without a hit: top-dose activity change, negative = inhibition, usual class: inhibitors | Q6W5P4; note: potency is the fitted concentration of half-maximal effect; % is set by controls: 0 for no effect and ±100 for the full control effect; nearly all actives have a fitted effect of over 50% in size; many of its hits are not listed in these tables
Target sequence (Q6W5P4 whole entry, looked up): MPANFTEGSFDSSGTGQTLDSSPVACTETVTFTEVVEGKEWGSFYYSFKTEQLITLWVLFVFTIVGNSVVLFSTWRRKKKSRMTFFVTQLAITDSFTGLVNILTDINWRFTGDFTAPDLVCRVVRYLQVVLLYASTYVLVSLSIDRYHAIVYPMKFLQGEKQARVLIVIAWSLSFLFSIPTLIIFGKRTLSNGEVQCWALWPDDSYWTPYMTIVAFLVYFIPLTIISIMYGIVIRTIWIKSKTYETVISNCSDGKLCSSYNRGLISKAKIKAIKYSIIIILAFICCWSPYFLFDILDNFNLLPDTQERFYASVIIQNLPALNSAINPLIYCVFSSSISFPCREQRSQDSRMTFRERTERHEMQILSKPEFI
KinaseGlo FLuc: counter-screen: inhibitors of Kinase-Glo firefly luciferase | 200,000 tested, 0.28% active | Potency, µM (top dose mostly 38.3 µM), for the others: top-dose activity change, negative = inhibition, usual class: inhibitors | Q27757 | AID 1379 | Kinase-Glo luciferase, ATP luminescence, 8 min; note: potency is the fitted concentration of half-maximal effect; % is set by controls: 0 for no effect and ±100 for the full control effect; nearly all actives have a fitted effect of over 60% in size
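Light output from Kinase-Glo luciferase with luciferin and 10 uM ATP in 50 mM imidazole pH 7.2, KCl, MgCl2, Tween 20, BSA; compound pin-delivered, 8-min ambient incubation, then luminescence read.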
Lamin A splicing: changes lamin A minigene splicing in HeLa cells; HeLa LMNA splicing GFP/RFP minigene ratio, 48 h; Potency, µM (titrated, usually from 46.1 µM), for inactives: at the highest dose ratio change, negative = inhibition, most hits filed as inhibitors; 200,000 tested, 0.01% active; AID 1487; active = well fitted inhibition curve with a large enough effect in the signal ratio, with a control signal flat, not every such curve was filed as active; inconclusive = small, poorly fitted or top-dose-only effect, or effect the other way, or a change in a side signal; the % refers to the signal ratio; note: potency is the fitted concentration of half-maximal effect; % is set by controls: 0 for no effect and ±100 for the full control effect
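S3 HeLa stable clones carrying a lamin A-EGFP splicing minigene plus DsRed2 were seeded at 600 cells/well in Opti-MEM with 2% FBS, pin-dosed and incubated 48 h at 37°C. Acumen cytometry (488 nm) gave the GFP/RFP total-intensity ratio.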
Epigenetic derep: derepresses silenced GFP reporter in murine cells; murine LDR cells, GFP reporter derepression, 30 h; 280,000 tested, 0.2% active; Potency, µM (doses to about 53.9 µM), for inactives: top-dose GFP activation, most hits filed as activators; note: potency is the fitted concentration of half-maximal effect; % of control where 0% means no effect; nearly all actives have a fitted effect of over 60% in size
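Murine LDR cells bearing a silenced CMV-driven GFP reporter were exposed to compound for 30 h at 37 C. After PBS washes, GFP-positive cells (20-120 um objects) counted by laser-scanning microplate cytometry.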
IMPase Li inh: membrane-permeable IMPase blocker, potentiated with lithium | AID 1457 | Potency, µM (doses to about 59.4 µM), for the others: at the highest dose activity, negative = IMPase inhibition, hits mostly inhibitors | CHO-M1 cells, IP1 TR-FRET (IP-One), carbachol + lithium | 210,000 tested, 0.35% active;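 note: IP1 builds up when IMPase is blocked and the TR-FRET signal falls; potency is the fitted concentration of half-maximal effect; plate controls were basal vehicle for no effect and high inhibitor control for full effect; nearly all actives have a fitted effect of over 50% in size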
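Readout is a homogeneous TR-FRET IP1 immunoassay (Ex 320, Em 665 and 620), where raised cytosolic IP1 lowers signal. Cells were CHO-M1 treated 30 min at 37C with test compounds plus a little lithium; AC50 values came from Hill-equation fitting.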
CBFb RUNX1 block: CBF-beta/RUNX1 interaction disruption; Potency, µM (top dose mostly 59.8 µM), for the others: top-dose activity, negative = inhibition, most hits filed as inhibitors; 230,000 tested, under 10 active; Q01196+Q13951; AlphaScreen CBFb-His/RUNX1-biotin binding, biochemical; note: % of control where 0% means no effect
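AlphaScreen proximity signal reports loss of binding between His-tagged CBF-beta and biotin-labelled RUNX1, each at 30 nM. Proteins are pre-associated for 20 minutes, compounds added for 15 minutes, then beads for 90 minutes, all at ambient temperature.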
* hit, by the source's call; u = inconclusive; x = not tested or not shown; & = joins results of further samples; [ ] = another dose, or the depositor's remark. Unless noted, calls come from the whole dose curve; as a rule, active = well fitted curve in the direction sought with a large enough effect; inconclusive = small, poorly fitted or top-dose-only effect, or another doubt; inactive = no such curve, though single readings can be large; an effect the other way counts as inactive or inconclusive.

SMILES	GLA spleen mod	NPSR antagonist	KinaseGlo FLuc	Lamin A splicing	Epigenetic derep	IMPase Li inh	CBFb RUNX1 block
CC(C)CCNC(=O)CN(Cc1ccc2c(c1)OCO2)C(=O)CCC(=O)Nc1ccccn1	-15%	-13%[46.1 µM]	-2%	10%	-1.8%	11%[38.3 µM]	3%
O=C(CN1CCN(c2ccccc2O)CC1)Nc1cc([N+](=O)[O-])ccc1Cl	-19%	-28%	-3%	8%[46 µM]	-0.1%	-4%	-1%
COc1c(CC(=O)c2cc3c(cc2O)OC(C)(C)C(O)C3)ccc2c1C=CC(C)(C)O2 (centres undefined)	21%	x	-5%	x	-1.3%	30%	9%
COCCCNC(=O)CSC1=Nc2ccccc2C2=NC(c3ccccc3)C(=O)N12 (centres undefined)	11%	7%	-1%	-3%[9.22 µM]	5.2%	1%	1%
COC(=O)c1ccccc1C(=O)N1CCCC(CCC(=O)NCc2ccc(F)c(F)c2)C1 (centres undefined)	2%	26%	2%	-9%[46 µM]	8.0%	6%	6%
O=C(CCC(=O)c1cccs1)NCc1ccc(Cl)cc1	13%	8%[46.1 µM]	-1%	-6%	-1.0%	20%[38.3 µM]	0%
COc1cccc(CNC(=O)CCC2CCCN(C(=O)CCc3c(C)noc3C)C2)c1 (centres undefined)	14%	5%	x	x	-0.1%	2%	8%
CCCCCCCCCCCCCCCCn1cc[n+](CC(C)=O)c1	2%	-52%	-1%	-16%[46 µM]	0.0%	-5%	2%
COc1ccc(N2CCN(Cc3cc(=O)oc4ccc(C)cc34)CC2)cc1	0%	-11%[46.1 µM]	15%	11%	-1.5%	0%[38.3 µM]	-4%
CN(C(=O)CS(=O)(=O)c1cccc(Cl)c1)c1ccccc1	3%	11%	-2%	2%[46 µM]	1.1%	4%	6%
O=C(NCCCN1CCOCC1)c1cc2c(s1)CCC2	3%	-20%[46.1 µM]	5%	-5%	-0.9%	-2%[38.3 µM]	5%
CCOC(=O)C1CCCN(c2nc3ccccc3nc2C(C#N)C(=O)OC(C)COC)C1 (centres undefined)	-11%	-29%	-3%	8%	1.1%	21%	-9%
CCOC(=O)C1C(=O)C=C(Nc2ccccc2F)CC1c1ccccc1 (centres undefined)	-3%	-11%	3%	-10%	1.9%	15%	-7%
CCCC(=O)N1c2ccccc2C(=C2SC(C(=O)OC)=C(C(=O)OC)S2)C(=S)C1(C)C	-4%	-55%	-3%	u	-0.1%	28%	x
CCOC(=O)CSc1ccc2nnc(-c3cccs3)n2n1	0%	7%[46.1 µM]	1%	-2%	-1.0%	8%	-2%
COc1ccc(Cn2c(O)c(C=Nc3ccc(O)cc3)c3ccccc3c2=O)cc1	2%	-57%	-2%	u	-1.3%	9%	-22%
CCC1CCCCN1C(=O)CSc1nc2ccsc2c(=O)n1Cc1ccccc1 (centres undefined)	3%	u	-9%	12%	-1.4%	4%[38.3 µM]	-2%
O=[N+]([O-])c1ccc(CN2C=NS(=O)(=O)c3ccccc32)cc1	4%	3%	0%	x	1.5%	2%	-4%
COc1ccc(OC)c(NC(=O)c2nnn(CCc3ccccc3)c2N)c1	0%	u	1%	0%	5.6%	-29%[38.3 µM]	-2%
CC(C)N1CCN(Cc2cccc(-c3ccco3)c2)CC1CCO (centres undefined)	u	-8%	-2%	4%[46 µM]	1.1%	-2%	-1%
CC(=O)Nc1cccc(C)c1	-2%	x	x	x	x	12%	3%[21.7 µM]
CN(C)/C=C/C=C1C(=O)CCCC1=O	-5%	8%	1%	4%	0.0%	8%	-22%
CC(C)CSc1nsc(N)n1	1%	-8%[46.1 µM]	-3%	4%	0.8%	11%[38.3 µM]	0%
Cc1c(NC2=CC(=O)CC(C)(C)C2)ccc([N+](=O)[O-])c1C	4%	2%	-1%	-12%	4.5%	0%	6%
O=C(COc1ncnc2ccccc12)NC(=O)NCc1ccccc1	4%	-13%[46.1 µM]	10%	10%	-0.7%	-6%[38.3 µM]	4%
Fc1ccc(Oc2nc(-c3ccccc3)nnc2C(F)(F)F)cc1	-1%	-5%[46.1 µM]	-4%	14%	-0.9%	17%[38.3 µM]	1%
COCC(=O)Nc1c(I)c(C(=O)NC[C@@H](O)CO)c(I)c(C(=O)N(C)C[C@@H](O)CO)c1I	5%[29.1 µM]	x	-2%[17.1 µM]	u	3.0%[16.9 µM]	-7%	-7%[21.7 µM]
COc1ccc(NC(=O)c2ccc(F)cc2)cc1S(=O)(=O)Nc1cc(C)ccc1Br	1%	-23%	-2%	u	-3.0%	2%	8%
CCOC(=O)N/N=C1/C[C@@H](O)[C@@H](O)[C@@H]2[C@@H]3C(=O)N(C[C@@H]4CCCO4)C(=O)[C@H]3CC[C@H]12	-2%[17.5 µM]	x	x	x	0.0%[10.1 µM]	x	-3%[13.1 µM]
Cc1ccc(S(=O)(=O)Nc2ccc3c(c2)OCCO3)cc1	1%	-13%	2%	u	-0.3%	7%	12%
COc1ccc(NC(=O)Nc2ccc(N3CCOCC3)c3nonc23)c(OC)c1	-2%	11%	-3%	x	3.0%	4%	18%
O=C(Cc1cccc2ccccc12)Nc1ccc(N2CCOCC2)cc1	-1%	-7%	-3%	x	3.3%	2%	11%
CCC(=O)c1ccc(SC(=O)N(C)C)cc1O	7%	-9%	x	12%[46 µM]	0.0%	x	9%
CCC(=O)Nc1cc(-c2cc3ccccc3oc2=O)ccc1OC	7%	-10%	-2%	21%[46 µM]	3.5%	-4%	8%
COc1ccc(C(=O)N(CC(=O)NC(C)(C)C)c2ccc3c(c2)OCCO3)cc1OC	1%	-3%[7.67 µM]	1%	-4%	-0.3%	-2%[38.3 µM]	0%
COC(OC)[C@@H](C)[C@H](OC)[C@@H](C)[C@H](OC)c1ccccc1	27%[17.5 µM]	x	x	x	1.1%[10.1 µM]	x	8%[13.1 µM]
Cc1cccc(N=C2NC(=O)/C(=C/c3cccnc3)S2)c1C	4%	u	x	x	2.5%	x	2%
Cc1ccccc1CNC(=O)C(=O)Nc1nccs1	7%	9%	-2%	8%[46 µM]	-0.3%	-2%	2%
Cn1cc(S(=O)(=O)NCC2CCCO2)c(=O)n(C)c1=O (centres undefined)	0%	17%	x	x	5.1%	x	2%
N#CC1=C(SCC(=O)Nc2cccc3cccnc23)NC(=O)C(C#N)C12CCCCC2 (centres undefined)	1%	-1%[46.1 µM]	0%	u	0.2%	11%[38.3 µM]	-8%

Some of the entries so far, with two lines to a compound:
Each structure is followed by: GLA spleen mod	NPSR antagonist	KinaseGlo FLuc	Lamin A splicing	Epigenetic derep	IMPase Li inh	CBFb RUNX1 block
- Cc1c(NC2=CC(=O)CC(C)(C)C2)ccc([N+](=O)[O-])c1C
    4%	2%	-1%	-12%	4.5%	0%	6%
- O=C(COc1ncnc2ccccc12)NC(=O)NCc1ccccc1
    4%	-13%[46.1 µM]	10%	10%	-0.7%	-6%[38.3 µM]	4%
- Fc1ccc(Oc2nc(-c3ccccc3)nnc2C(F)(F)F)cc1
    -1%	-5%[46.1 µM]	-4%	14%	-0.9%	17%[38.3 µM]	1%

New compounds follow
SMILES	GLA spleen mod	NPSR antagonist	KinaseGlo FLuc	Lamin A splicing	Epigenetic derep	IMPase Li inh	CBFb RUNX1 block
COC(=O)Nc1ccc(C)c2nsnc12	4%	-10%[46.1 µM]	x	0%	-0.1%	x	11%
CC1(C)S[C@@H]2[C@H](NC(=O)COc3ccccc3)C(=O)N2[C@H]1C(=O)O (tested in a mixture with another compound)	5%[29.1 µM]	x	0%[17.1 µM]	u	1.1%[16.9 µM]	1%	u
CNCc1c(OCc2ccccc2F)ccc2ccccc12	-14%	3%	1%	x	-2.0%	19%	-6%
Cc1ccc(CCNC(=O)c2ccc(CS(=O)(=O)Cc3ccccc3F)o2)cc1	3%	-16%[46.1 µM]	-3%	7%[46 µM]	-1.1%&-0.8%	35%[38.3 µM]	1%
C(=N\N(Cc1ccccc1)c1ccccc1)/c1cccnc1	-5%	-49%	0%	-1%[46 µM]	-0.7%	12%	-19%
CC(C)=NOC[C@@H](O)[C@@H]1O[C@@H]2OC(C)(C)O[C@@H]2[C@H]1O	11%[17.5 µM]	x	x	x	0.0%[10.1 µM]	x	14%[13.1 µM]
CCc1ccc(NC(=O)c2cc(CC(C)C)on2)cc1	-4%	-7%[46.1 µM]	0%	-6%	0.0%	24%[38.3 µM]	10%
COc1ccc(C(=O)COC(=O)Cn2nnc3ccccc32)cc1Br	-4%	-9%[46.1 µM]	1%	21%	1.7%	1%[38.3 µM]	5%
Cc1cc(C(=O)O)sc1C(N)C(=O)O (centres undefined)	6%	x	-5%	x	11%	-8%	17%
O=C(COc1ccc(Cl)cc1)N1CCN(c2ccc([N+](=O)[O-])c(N3CCOCC3)c2)CC1	3%	-8%	1%	u	0.0%	6%	-24%
Cc1cnc(C(=O)OCC(=O)NC23CC4CC(CC(C4)C2)C3)cn1	-10%	-12%[46.1 µM]	-4%	-1%	3.7%	11%[38.3 µM]	-1%
CN(N=O)C(=O)N[C@H]1[C@@H](O)[C@H](O)[C@H](CO)O[C@@H]1O	-2%[29.1 µM]	x	1%[17.1 µM]	u	-1.4%[16.9 µM]	8%	1%[21.7 µM]
Cc1ccccc1C(=O)c1cccn1CC(=O)NC(C)c1ccc2c(c1)OCCO2 (centres undefined)	-2%	-27%	0%	x	-3.2%	-3%	5%
NS(=O)(=O)c1ccc(N=NN2CCCCC2)cc1	-2%	6%	-3%	0%[46 µM]	0.0%	12%	6%
CN1CCN(c2nc(-c3ccc4c(c3)OCO4)nc3ccccc23)CC1	-13%	x	x	u	x	10%	x
CCOC(=O)N=S(N)(=O)c1ccccc1 (centres undefined)	8%	7%[46.1 µM]	11%	-3%	-2.1%	-7%[38.3 µM]	3%
O=C(C1CN(S(=O)(=O)c2ccccc2)CCN1S(=O)(=O)c1ccccc1)N1CCCCCC1 (centres undefined)	3%	-25%[46.1 µM]	1%	10%	0.0%	4%[38.3 µM]	-5%
C=CCSc1nc2sc(C)c(C)c2c(=O)n1N	5%	-3%	-1%	1%	-0.9%	1%	9%
CN(c1ccccc1)S(=O)(=O)c1cccc(C(=O)OCC(=O)NCc2ccc3c(c2)OCO3)c1	3%	-1%	-2%	-6%	1.0%	9%	2%
N/C(=N\OC(=O)c1cccc(Br)c1)c1ccncc1	-12%	9%	-1%	-9%[46 µM]	-1.6%	11%	4%

From PubChem

Only part of the results is shown; rates above refer to the full screens.
